Source: PubChem (Broad Institute)
PGC1a acetyl inh – lowers PGC1a acetylation signal in U2OS cells. AlphaScreen anti-acetyl-lysine; with virally co-expressed GCN5 acetyltransferase. inhibition, % at 15.6 µM. 350,000 tested, 0.17% active;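 active = every replicate shows inhibition of at least 40%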;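 also: 0% = neutral control wells and 100% = positive control wells; some results beyond the cut were filed as inactive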
Cneo AK release – causes C. neoformans cell lysis; 360,000 tested, 0.2% active; lysis activity, % at 15 µM; adenylate kinase release luminescence, 4 h; normalised: neutral wells 0, clomiphene wells 100; AID 651654;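 active = mean lysis activity across replicates of at least 80%, whatever share of replicates individually reach that level; inactive = mean lysis activity below 80%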
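Assay system: log-phase C. neoformans yeast / Quantity: yeast cell density of 5 × 10^6 cells/mL / Medium: fresh YPD growth medium / Compound: single dose / Timing: static 4 h at 37 °C with compound, 1 h detection / Measured by: adenylate kinase release luminescence / Read-out: lysis from increased AK signal / Benchmarks: Clomiphene as positive lysis control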
RAD52 inh – RAD52 (human) annealing inhibition; inhibition, % at 18.7 µM; recombinant RAD52 DNA annealing, FRET fluorescence; P43351; 360,000 tested, 0.46% active;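 active = every replicate showing at least 50% inhibition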
Target sequence (P43351 whole entry, looked up): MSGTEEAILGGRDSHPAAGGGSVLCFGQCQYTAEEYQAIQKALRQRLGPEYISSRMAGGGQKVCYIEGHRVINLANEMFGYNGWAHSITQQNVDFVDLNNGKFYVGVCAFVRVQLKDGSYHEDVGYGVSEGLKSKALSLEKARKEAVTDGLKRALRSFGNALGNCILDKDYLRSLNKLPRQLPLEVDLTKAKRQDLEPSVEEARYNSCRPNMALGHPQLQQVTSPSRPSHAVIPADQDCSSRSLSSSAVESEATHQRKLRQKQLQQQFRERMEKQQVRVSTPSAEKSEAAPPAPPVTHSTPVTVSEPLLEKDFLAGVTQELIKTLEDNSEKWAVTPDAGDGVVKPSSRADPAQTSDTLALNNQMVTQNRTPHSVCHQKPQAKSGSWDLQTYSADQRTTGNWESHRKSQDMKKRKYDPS
ERAP1 inh – inhibitors of human ERAP1 aminopeptidase | inhibition, % at 10.7 µM | 340,000 tested, 0.15% active | recombinant ERAP1, Leu-AMC fluorescence, 60 min | AID 652197 | Q9NZ08;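 active = mean replicate inhibition of at least 30%, or all replicates individually reaching that 30% level; inactive = mean below 30% and not every replicate reaching it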;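 also: 0% = neutral control wells and 100% = L-leucinethiol positive control wells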
PglD inh – blocks C. jejuni PglD acetyltransferase activity; purified PglD enzyme, DTNB colorimetric CoA detection; inhibition, % at 12.5 µM; 360,000 tested, 0.098% active; in the data active = inhibition above about 16%, passing the limit was not always enough; also: strong numbers were not always called active
miR122 inh – inhibitors of miR-122 in Huh7 cells; Huh7 miR-122 Renilla luciferase sensor, 48 h; neutral wells = 0, positive control = 100; activation (reporter increase), % at 12.5 µM; 340,000 tested, 0.3% active; AID 602342;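 active = mean replicate activation score at least 90 and every replicate individually at or above 90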;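 also: higher luciferase means less miR-122 activity so hits act as miR-122 inhibitors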
E-sel inducer – induces E-selectin expression in human endothelial cells; HUVEC E-selectin immunofluorescence imaging; normalized: neutral wells 0, TNF-alpha wells 100; activation, % at 7.58 µM; 260,000 tested, 0.37% active; AID 686992;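 active = mean E-selectin-positive cell signal at least 10% of the positive control, reached in at least 60% of replicates, without over 20% cell loss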;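 also: in these data hits start at about 27%; measured in HUVEC primary endothelial cells; signal is the percent of cells scored E-selectin positive by PE staining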
Target sequence (P16581 whole entry, looked up): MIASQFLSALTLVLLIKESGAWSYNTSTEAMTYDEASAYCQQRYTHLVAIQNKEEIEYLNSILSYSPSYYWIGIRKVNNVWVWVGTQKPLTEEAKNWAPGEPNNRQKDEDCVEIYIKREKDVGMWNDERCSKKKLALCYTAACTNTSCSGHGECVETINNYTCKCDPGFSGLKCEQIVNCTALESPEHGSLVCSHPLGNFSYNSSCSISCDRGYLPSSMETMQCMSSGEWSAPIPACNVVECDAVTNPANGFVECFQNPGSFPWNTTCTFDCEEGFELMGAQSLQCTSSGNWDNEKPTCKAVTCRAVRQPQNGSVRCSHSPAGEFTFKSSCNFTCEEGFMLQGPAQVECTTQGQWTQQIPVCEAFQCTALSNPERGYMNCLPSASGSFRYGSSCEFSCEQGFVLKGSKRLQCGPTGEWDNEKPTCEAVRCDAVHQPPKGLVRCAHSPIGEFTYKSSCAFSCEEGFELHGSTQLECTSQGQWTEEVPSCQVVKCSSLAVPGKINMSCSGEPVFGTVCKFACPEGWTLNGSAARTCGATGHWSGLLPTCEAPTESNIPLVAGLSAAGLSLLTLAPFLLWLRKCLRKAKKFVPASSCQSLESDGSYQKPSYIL
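assay system = HUVEC, human umbilical vein endothelial cells | input = 3,000 HUVEC seeded per well | medium = EGM-2 growth medium on 0.1% gelatin-coated wells | dosing = one compound dose added by pin transfer | signal = immunofluorescence imaging | read-out basis = % PE-positive cells | control set = TNF-alpha, DMSO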
RAD54 inh – inhibitors of human RAD54 branch migration. Q92698. RAD54 Holliday junction branch migration, FAM/BHQ fluorescence. inhibition, % at 10.4 µM. 360,000 tested, 0.14% active. AID 602329;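 active = mean normalized replicate activity at least 40 and at least half of replicates scoring 40 or more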;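 also: 0% = median of neutral control wells and 100% = median of positive control wells; inhibitors cause a drop in the FAM fluorescence signal; in these data hits start at about 50%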
* hit, by the source's call; / = no result given; [ ] = remark or other dose.

SMILES	PGC1a acetyl inh	Cneo AK release	RAD52 inh	ERAP1 inh	PglD inh	miR122 inh	E-sel inducer	RAD54 inh
CCCCn1c(N)c(N(CCC(C)C)C(=O)CC2CCCCC2)c(=O)[nH]c1=O	1	0	-14	5	1	-3	-0.2	-5
CCCC(=O)C1=C(O)C(C(=O)OC)C(C)(C)CC1=NCCc1ccc(OC)c(OC)c1 (stereo not given)	/	0	-13	1	-2	/	-0.4	-3
COC(=O)C1CCN(c2cc(Cl)nc(N)n2)CC1	-1	/	-19	1	-5	-1	-1.0	-4
COc1cccc(CN2CCNC(=O)C2CC(=O)N(C)C2CCOCC2)c1 (stereo not given)	6	9	-12	-2	-5	0	/	6
Cc1ccccc1C(=O)OCC(=O)Nc1cccc(S(=O)(=O)NC2=NCCC2)c1	11	0	-7	-1	-4	-2	/	-5
O=C(Nc1ccccc1Cl)N1C[C@@H]2[C@H](c3ccccc31)[C@@H](CO)N2C(=O)c1cccnc1	4	-5	6	2	-3	-4[16.7 µM]	0.2	-6
Cc1cc(C)c(NC(=O)CNC(=O)COC(=O)CNC(=O)c2ccc(Cl)cc2Cl)c(C)c1	/	1	-8	3	8	11	6.2	0
COc1ccc(CNC(=O)COC(=O)CN2C(=O)C3CC=CCC3C2=O)cc1 (stereo not given)	-2	1	-9	1	-6	4	-0.1	-4
O=S(=O)(c1cccc(-c2nnc(-c3cccnc3)o2)c1)N1CCCCC1	-2	-7	/	/	-1	0	/	-1
COc1cccc2[nH]c(C(=O)NCCc3ccccc3)cc12	7	-4	-16	-1	-6	2	0.0	5
CCOCc1c(C(=O)N2CCN(CC(=O)Nc3ccc(F)cc3)CC2)oc2ccccc12	-8	-3	-12	1	4	0	/	1
COc1ccc(C=O)cc1COc1ccccc1F	/	-1	/	/	6	-4	/	1
O=C(Nc1cccc(Cl)c1)N1C[C@@H]2[C@H](c3ccccc31)[C@@H](CO)N2C(=O)c1ccncc1	8	0	-2	-3	-2	-14[16.7 µM]	0.1	-5
COc1ccc(NC(=O)CN(C)C(=O)c2cc3c(s2)CCC(C)C3)cc1 (stereo not given)	-2	-3	-9	0	5	-1	/	12
CCc1ccc(N2CC(C(=O)N3CCN(c4ccccn4)CC3)CC2=O)cc1 (stereo not given)	/	1	-3	2	0	/	/	2
COC1CCCCC1NS(=O)(=O)c1ccc(Cl)cc1 (stereo not given)	-5	0	5	3	-2	6	0.4	-5
CCOc1ccccc1NC(=O)c1ccc(S(=O)(=O)N2CCOCC2)cc1	0	1	/	/	6	1	/	4
O=C(O)COc1ccc(/C=N/NC(=O)C2CCCN2S(=O)(=O)c2ccc(Cl)cc2)cc1 (stereo not given)	-6	3	/	/	4	1	/	12
C=CCn1c(=O)c2c(nc3n2CCCN3CCc2ccc(OC)c(OC)c2)n(C)c1=O	-1	6	-2	3	4	12	/	-10
Cc1ccc(C2CC(=O)C(C=NCCN3CCN(C(=S)Nc4ccccc4)CC3)=C(O)C2)cc1 (stereo not given)	/	1	-13	-2	-2	/	0.0	2
Cc1ccc(S(=O)(=O)NC(=O)NCc2ccc(Cl)cc2)cc1	-14	0	/	/	-2	-5	/	3
CCc1nnc(NC(=O)CSc2nnc(-c3ccoc3C)n2-c2cccc(C)c2)s1	1	8	/	/	/	-2	/	3
C[C@H](CO)N1C[C@H](C)[C@@H](CN(C)C(=O)Nc2ccc(F)cc2)OCCCC[C@H](C)Oc2ccc(NC(=O)c3ccncc3)cc2C1=O	-23	-4	-11	-1	1	39[16.7 µM]	-0.1	2
Nc1nc2ccc(C(=O)Nc3ccccc3)cc2s1	-15	-2	/	/	3	14	/	6
Cc1ccc(S(=O)(=O)N(C)C[C@@H]2Oc3ccc(NS(C)(=O)=O)cc3CC(=O)N([C@@H](C)CO)C[C@H]2C)cc1	-1	-1	-3	-5	0	3[16.7 µM]	-8.4	-8
CCOC(=O)C1CCN(c2ncnc3c2cnn3-c2ccccc2)CC1	3	2	/	/	4	-14	/	5
CCCC(c1nnnn1C1CCCC1)N1CCN(C(=O)c2ccco2)CC1 (stereo not given)	-8	1	/	/	0	2	/	-5
CCCC#Cc1ccc2c(c1)O[C@H](CN(C)C(=O)c1cccnc1)[C@H](C)CN([C@H](C)CO)S2(=O)=O	-18	-3	6	-3	0	-27[16.7 µM]	-0.4	4
CCCCCCCN1CCN=C1Nc1ccccc1	-10	1	-1	-4	/	-1	-0.1	-3
COc1cc(CN2CCCC(CCC(=O)NCc3ccc(C)o3)C2)cc2c1OCO2 (stereo not given)	-19	1	-27	0	1	-1	/	3

Look-ups from the results shown.
Value of `Cc1ccc(S(=O)(=O)N(C)C[C@@H]2Oc3ccc(NS(C)(=O)=O)cc3CC(=O)N([C@@H](C)CO)C[C@H]2C)cc1` under RAD52 inh: -3
Value of `COc1cc(CN2CCCC(CCC(=O)NCc3ccc(C)o3)C2)cc2c1OCO2` (stereo not given) under ERAP1 inh: 0

Additional compounds follow:
SMILES	PGC1a acetyl inh	Cneo AK release	RAD52 inh	ERAP1 inh	PglD inh	miR122 inh	E-sel inducer	RAD54 inh
Cc1ccc(S(=O)(=O)Nc2ccc3c(c2)C(=O)N([C@@H](C)CO)C[C@H](C)[C@H](CN(C)C(=O)NC2CCCCC2)OCCCC[C@H](C)O3)cc1	2	0	21	0	0	1[16.7 µM]	0.4	-3
N#C[C@@H]1N[C@H](CO)[C@@H]1c1ccc(-c2cccc(F)c2)cc1	3	-3	-10	-2	-3	/	-0.4	3
C=C1CCN([C@@H](C)C(=O)OCc2ccc(C)cc2)S(=O)(=O)c2ccccc21	-5	-1	-11	2	1	0	0.2	2
COc1ccc(C(=O)Nc2ccccc2C(=O)NCc2ccco2)cc1	-9	0	3	-2	4	1	0.1	-2
C[C@@H]1CN([C@H](C)CO)C(=O)c2cc(NC(=O)Cc3ccccc3)ccc2O[C@H]1CN(C)S(=O)(=O)c1cccs1	-9	1	5	6	4	7[16.7 µM]	-7.3	-7
O=C(Nc1ccccc1F)N[C@@H]1CC[C@@H](CCNS(=O)(=O)c2ccc(Cl)cc2)O[C@H]1CO	-17	-1	-2	1	6	-6[16.7 µM]	0.3	-2
COC(=O)C1C/C(=N\NS(=O)(=O)c2ccc(C)cc2)c2ccsc2C1 (stereo not given)	-2	-11	/	/	-3	4	/	-9
COCC(=O)N1CC(=O)N2[C@H](C1)[C@H](c1ccc(C#CC3CCCCC3)cc1)[C@@H]2CO	0	/	6	-1	/	/	0.3	/
C[C@H](CO)N1C[C@H](C)[C@@H](CN(C)C(=O)C2CCOCC2)Oc2ncc(-c3cccc(F)c3)cc2C1=O	1	5	1	0	0	3[16.7 µM]	-0.2	1
COc1cccc(-c2cnc3c(c2)C(=O)N([C@H](C)CO)C[C@H](C)[C@H](CN(C)CC2CCCC2)O3)c1	5	-2	5	/	0	/	-0.2	10

Complete entries, quoted from the list:
Record of COc1ccc(C(=O)Nc2ccccc2C(=O)NCc2ccco2)cc1 = PGC1a acetyl inh = -9; Cneo AK release = 0; RAD52 inh = 3; ERAP1 inh = -2; PglD inh = 4; miR122 inh = 1; E-sel inducer = 0.1; RAD54 inh = -2
Record of COc1cccc(-c2cnc3c(c2)C(=O)N([C@H](C)CO)C[C@H](C)[C@H](CN(C)CC2CCCC2)O3)c1 = PGC1a acetyl inh = 5; Cneo AK release = -2; RAD52 inh = 5; ERAP1 inh = /; PglD inh = 0; miR122 inh = /; E-sel inducer = -0.2; RAD54 inh = 10

(list continues)
SMILES	PGC1a acetyl inh	Cneo AK release	RAD52 inh	ERAP1 inh	PglD inh	miR122 inh	E-sel inducer	RAD54 inh
C[C@@H]1CCCCO[C@@H](CN(C)C(=O)c2ccccc2)[C@H](C)CN([C@H](C)CO)C(=O)c2cc(NC(=O)c3ccncc3)ccc2O1	0	-3	9	-1	0	-14[16.7 µM]	0.0	3
CCOCC(=O)Nc1cccc(SC)c1	-14	/	-4	1	/	-4	/	/
CCOc1ccc(NC(=O)c2c(NC(=O)CNCCN3CCOCC3)sc3c2CCC3)cc1	/	-1	-19	-3	0	-5	-1.0	7
O=C(c1ccncc1)N1CCN(C(=O)c2ccco2)CC1	-1	-2	/	/	-4	-4	/	5
CC(C)n1cnc2cc(NC(=O)c3ccco3)ccc21	/	-1	-13	-1	-6	/	/	8
O=C(NCCN1CCCCC1)Nc1ccc([N+](=O)[O-])cc1	13	1	-12	4	-2	-8	/	4
O=S(=O)(c1ccc(Br)s1)N1CCN(c2ccnc3cc(Cl)ccc23)CC1	5	-1	-10	-2	-7	2	0.2	-10
COc1ccc(CNC(=O)CN2CCN(c3cccc(C)c3C)CC2)cc1	/	1	-9	1	3	/	/	0
CCNC(=S)N(CCc1c(C)[nH]c2ccc(C)cc12)Cc1ccco1	-6	0	-19	7	-4	16	-1.1	6
O=C(CN1CCN(C(=O)c2ccccc2)CC1)NC(=O)NCCC1=CCCCC1	-2	1	-16	-2	6	-1	-0.2	-13
CN(C(=O)CCS(=O)(=O)c1ccc2c(c1)oc(=O)n2C)C1CCCCC1	-7	1	4	-1	5	-3	/	2
Cc1ccc(-n2c(N)c(C(N)=O)sc2=S)c(C)c1	10	2	/	/	-1	1	/	-1
O=C(CN1C(=O)NC2(CCCC2)C1=O)NCc1ccc(Cl)cc1	0	-2	-20	1	-1	-5	0.8	-7
CC(C)COC(=O)c1ccc(N2C(=O)c3ccccc3C2=O)cc1	-3	1	-4	0	-1	-3	/	3
O=S(=O)(c1ccccc1)N1CCCCN2[C@@H](CO)[C@H](c3ccc(-c4ccccc4F)cc3)[C@@H]2C1	-4	9	-7	/	2	9[16.7 µM]	0.4	-1
N#Cc1ccccc1NS(=O)(=O)c1cc2c3c(c1)CCC(=O)N3CCC2	6	0	0	1	-1	10	/	-6
C[C@@H]1CN([C@H](C)CO)C(=O)Cc2cc(NC(=O)CCN3CCOCC3)ccc2O[C@@H]1CN(C)Cc1ccc(Cl)c(Cl)c1	0	2	6	2	3	0[16.7 µM]	-4.1	-10
O=C(COc1ccccc1)Nc1ccc(Cl)c(-c2nc3ncccc3o2)c1	-6	0	/	/	1	6	/	2
Cc1ccc(S(=O)(=O)N2CCC(=O)N(C(COCc3cccc(C)c3)Cc3ccccc3)CC2)cc1 (stereo not given)	-1	3	-36	1	2	-5	-0.1	-1
Cc1ccc(NC(=O)CN2C(=O)C(=O)N(C3CCCC3)C2=O)c(Cl)c1	/	0	-12	-3	8	/	-0.2	-5
CN(C)C(=O)N1CCN(C(=O)N2CCOCC2)CC1	4	1	/	/	-3	0	/	-10
Cc1cccc(Nc2ncnc(N)n2)c1	2	4	-11	-4	-8	-3	/	-5
O=C(Cc1nc2ccccc2[nH]1)NCc1ccco1	3	-12	/	/	-1	6	/	-1
COC(=O)C1CCN(C(=O)COc2cc3sc(C)nc3c3sccc23)CC1	1	-1	/	/	3	-2	/	2
CC(=O)N1CCCc2cc(S(=O)(=O)N3CCCC(C(=O)Nc4cccc(F)c4)C3)ccc21 (stereo not given)	-7	16	-28	-2	0	/	/	-2
CC(=O)c1c(Cl)nc2ccc(Br)cc2c1-c1ccccc1	/	0	1	-1	-3	-5	/	-5
COc1ccc(Cl)cc1N1C(=O)CC(N2CCc3ccccc32)C1=O (stereo not given)	12	-1	/	/	-2	-1	/	0
O=C(CCCN1C(=O)/C(=C/c2ccccc2Cl)SC1=S)NNC(=O)c1ccccc1	1	-3	-49	-3	-5	-1	-0.6	-4
CS(=O)(=O)N1CC(=O)N2[C@H](CO)[C@@H](c3ccc(C#Cc4cccc(F)c4)cc3)[C@H]2C1	5	/	-39	-1	/	/	0.5	/
O=C(Nc1cccc(O)c1)c1ccc(Br)c(S(=O)(=O)N2CCCCC2)c1	-15	/	-7	1	/	-1	/	/
Cc1ccccc1C(=O)NCCCNC(=O)c1ccco1	-2	1	-4	0	-2	-8	/	1
O=C(COc1cccc2cccnc12)NCc1cccs1	0	1	-27	-1	4	13	/	8
